# HDAC3 inhib = human HDAC3 inhibition | AID 2718 | recombinant HDAC3, fluorogenic peptide/trypsin coupled, fluorescence | 0.15% of 320,000 active | inhibition, % at 8.3 µM; in the data active = inhibition above about 26%, passing the limit was not always enough; inconclusive = no clear call, values can overlap the other calls
# MrgX1 antag = human MrgX1 receptor antagonism, primary screen; MRGX1-HEK293 calcium flux, Fluo-4, BAM8-22 antagonism; stronger effect = lower value; B-score at 10 µM; 1.3% of 310,000 active; AID 588676;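 active = calcium-response B-score plate-corrected more than 3 library SD below zero, starting fluorescence within 5 deviations, no agonist response on first addition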;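 also: peak minus trough fluorescence over baseline after final BAM8-22 challenge near maximal dose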
# RGS4 pot = potentiators or activators of RGS4; HEK293 M3R/inducible RGS4, carbachol calcium flux Fluo4; stronger effect = lower value; B-score at 10 µM; 0.92% of 310,000 active;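 active = B-score of the integrated calcium signal more than 4 SD below the library mean, with starting fluorescence not abnormally high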;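 also: negative B-score means reduced calcium response which marks RGS4 activation or potentiation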
#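 Material: M3R-expressing HEK293 line, RGS4 induced by doxycycline | Schedule: Overnight RGS4 induction, 30 min dye load 37 °C, 20 min compound RT | Measured by: Fluo4 fluorescence kinetic imaging of calcium | Read-out: Integrated calcium ratio converted to B score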
# MrgX1 allo act = human MrgX1 positive allosteric modulation, primary screen; Q96LB2; MrgX1-HEK293, Fluo-4 calcium flux, FDSS; stronger effect = higher value; B-score at 10 µM; 0.63% of 310,000 active; AID 588675;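 active = plate-corrected calcium response at least 3 library SD above typical, normal starting fluorescence, not activating the receptor alone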;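 also: compound read alongside a low EC10 to EC30 dose of BAM8-22 agonist; peak minus trough fluorescence over baseline measured at the second addition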
# SKKanGAS inh = SKKanGAS growth inhibition. inhibition, % at 7.5 µM. AID 1662. 1.3% of 300,000 active. S. pyogenes SKKanGAS, kanamycin growth, BacTiter-Glo, 6 h;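 active = mean replicate score, as percent of positive control median, at least 50; inconclusive = mean below 50 but one replicate at or above 50; inactive = mean and every replicate below 50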;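 also: strain carries kanamycin resistance gene driven by streptokinase promoter and grows in 40 µg/ml kanamycin; loss of luminescence reflects streptokinase promoter inhibition or plain growth inhibition; 0% = median of DMSO wells and 100% = positive control at its reference dose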
# RGS4 inh = human RGS4 inhibition; P49798; AID 463165; B-score at 10 µM; 0.45% of 310,000 active; HEK293 M3R/RGS4 inducible, Fluo-4 calcium flux; stronger effect = higher value; triggered by carbachol at its EC20;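 active = B-score, a plate-corrected calcium signal, over three deviations above library mean, with baseline fluorescence within five deviations of library mean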;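 also: RGS4 expression induced by doxycycline in cells with stable M3 receptor; B-score is computed from the integrated fluorescence ratio over baseline after carbachol; higher B-score means a larger calcium signal and so more RGS4 inhibition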
# Target sequence (P49798 whole entry, looked up): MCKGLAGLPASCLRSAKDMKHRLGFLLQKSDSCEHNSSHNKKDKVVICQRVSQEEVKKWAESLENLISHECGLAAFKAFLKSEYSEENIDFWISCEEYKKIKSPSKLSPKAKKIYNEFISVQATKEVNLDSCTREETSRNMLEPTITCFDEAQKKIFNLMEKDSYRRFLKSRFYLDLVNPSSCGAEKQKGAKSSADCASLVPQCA
# ANO1 block = mouse TMEM16A channel inhibition, primary screen | HEK293 TMEM16A/YFP iodide influx fluorescence, ionomycin | normalized B-score (activity score, 25-100; higher = stronger inhibition) at 10 µM | 1.2% of 310,000 active | AID 588511;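 active = ratio plate-corrected score three or more library SD toward inhibition, starting fluorescence score within five deviations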;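 also: score derived from kinetic fluorescence span divided by baseline fluorescence per well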
# TRPC6 activator = activates the mouse TRPC6 cation channel; 0.13% of 310,000 active; HEK293-TRPC6 membrane potential dye fluorescence; stronger effect = higher value; B-score at 10 µM; Q61143;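 active = B-score of the integrated fluorescence ratio above library mean plus 3 SD, and starting fluorescence ratio within library mean plus 5 SD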;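 also: higher score means more depolarization so channel activation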
# Target sequence (Q61143 whole entry, looked up): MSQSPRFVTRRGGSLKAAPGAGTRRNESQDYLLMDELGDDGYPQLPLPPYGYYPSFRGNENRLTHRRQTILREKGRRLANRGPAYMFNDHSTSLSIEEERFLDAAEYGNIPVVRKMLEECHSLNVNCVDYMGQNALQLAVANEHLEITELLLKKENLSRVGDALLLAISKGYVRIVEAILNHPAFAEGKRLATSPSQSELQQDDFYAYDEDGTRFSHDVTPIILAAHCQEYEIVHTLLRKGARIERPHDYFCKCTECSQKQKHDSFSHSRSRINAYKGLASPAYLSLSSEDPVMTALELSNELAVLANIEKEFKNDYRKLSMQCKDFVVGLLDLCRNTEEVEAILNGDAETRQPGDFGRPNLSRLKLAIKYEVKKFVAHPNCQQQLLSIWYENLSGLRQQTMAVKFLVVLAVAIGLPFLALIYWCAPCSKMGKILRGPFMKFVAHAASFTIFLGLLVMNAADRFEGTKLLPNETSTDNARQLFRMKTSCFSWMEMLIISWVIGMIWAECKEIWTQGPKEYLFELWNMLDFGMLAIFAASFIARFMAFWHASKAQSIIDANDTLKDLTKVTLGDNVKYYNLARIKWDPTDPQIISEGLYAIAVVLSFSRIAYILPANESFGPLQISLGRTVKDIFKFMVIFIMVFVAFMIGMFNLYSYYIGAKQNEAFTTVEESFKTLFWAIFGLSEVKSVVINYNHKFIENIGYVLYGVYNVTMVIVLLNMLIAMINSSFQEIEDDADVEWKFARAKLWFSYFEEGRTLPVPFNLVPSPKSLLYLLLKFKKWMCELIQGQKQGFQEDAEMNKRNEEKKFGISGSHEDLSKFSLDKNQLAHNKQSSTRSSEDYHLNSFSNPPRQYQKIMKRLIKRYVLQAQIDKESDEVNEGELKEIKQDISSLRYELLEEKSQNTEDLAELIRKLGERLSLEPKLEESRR
# MrgX1 agonist = activates human MrgX1 receptor signaling; Q96LB2; B-score at 10 µM; MrgX1-HEK293 cells, Fluo-4 calcium fluorescence, agonist mode; stronger effect = higher value; 0.44% of 310,000 active;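 active = calcium response B-score plate-corrected fluorescence ratio at least 3 library SD, with starting fluorescence B-score inside 5 SD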
#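 Material – MrgX1-expressing HEK293 cells · Input – 15,000 cells seeded per well · Dosing – compound as first of three additions · Times – overnight seeding, then 1 h dark dye loading · Measured by – kinetic Fluo-4 NW fluorescence of intracellular calcium · Read-out – B-scored fluorescence response ratio · Benchmarks – positive and negative control wells on each plate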
# TRPC6 inh = mouse TRPC6 channel inhibition; HEK293-TRPC6, membrane potential dye, ACh-evoked depolarization; stronger effect = lower value; B-score at 10 µM; 1.1% of 310,000 active; AID 2553;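 active = B-score under library mean minus 3 SD, initial fluorescence not abnormally high, positive integrated signal ratio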;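 also: B-score derived from integrated fluorescence ratio over the kinetic read; more negative B-score means stronger inhibition of depolarization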
# ANO1 activ = mouse TMEM16A channel activation, primary screen. AID 623877. HEK293 TMEM16A/YFP-H148Q/I152L, iodide quench fluorescence; stronger effect = lower value. B-score at 10 µM. 0.3% of 340,000 active;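 active = fluorescence-ratio B-score plate-corrected deviation score at least 3 library SD below zero, with starting fluorescence score within 5 deviations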;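 also: channel opened by trigger with iodide after compound preincubation; score built on the fluorescence ratio of max minus min over baseline; more negative score means more quench and so TMEM16A activation or potentiation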
# Starred values were filed as active, the others as inactive; i = inactive; ? = inconclusive; / = no result given.
smiles	HDAC3 inhib	MrgX1 antag	RGS4 pot	MrgX1 allo act	SKKanGAS inh	RGS4 inh	ANO1 block	TRPC6 activator	MrgX1 agonist	TRPC6 inh	ANO1 activ
Nn1cnnc1N/N=C\c1ccc(-c2ccccc2[N+](=O)[O-])o1	/	/	i	/	-3.4	i	/	i	/	i	i
CCN(CC)S(=O)(=O)c1ccc(N2CCN(S(=O)(=O)c3ccccc3C#N)CC2)nc1	/	-4.99*	/	i	-12.8	/	i	/	i	/	i
Clc1ccc(CNc2ccc(CNc3ncn[nH]3)cc2)c(Cl)c1	-0.7	i	i	i	1.9	i	i	i	i	i	i
CCc1ccc(N/C(N)=N/c2nc(CSc3ccccn3)cc(=O)[nH]2)cc1	10.0	i	i	i	/	i	i	i	i	i	i
CCCCn1c(N)c(N(CCC(C)C)C(=O)c2cc(S(=O)(=O)N3CCOCC3)ccc2F)c(=O)[nH]c1=O	-0.3	i	i	i	-5.6	i	i	i	i	i	i
CC(C)(C)c1nc(SCC(=O)N2CC(=O)Nc3ccccc32)c2ccccc2n1	-2.4	i	i	i	1.1	i	i	i	i	i	i
CCOC(=O)C1(CCc2ccccc2)CCN(Cc2ccccn2)CC1	-1.7	i	i	i	-8.9	i	i	i	i	i	i
Cc1[nH]n(-c2ccc(Cl)cc2)c(=O)c1C=Nc1ccc(S(=O)(=O)N2CCOCC2)cc1	/	i	i	i	0.5	6.27*	i	i	i	i	i
CN(C)C(=O)c1ccc(-c2n[nH]c(=O)c3ccccc23)cc1	7.5	i	i	i	-10.2	i	i	i	i	i	i
Cc1ccc(S(=O)(=O)N/N=C\c2ccc3c(c2)OCO3)cc1C	-1.2	i	i	i	5.7	i	i	i	i	i	i
COc1ccc(Oc2c(Cl)cnn(-c3ccccc3)c2=O)cc1	-8.6	i	i	i	-8.3	i	i	i	i	i	i
COc1ccc(CN2CCNC(=O)C2CC(=O)N(C)C2CCOCC2)c(F)c1 (stereo not drawn)	1.5	i	i	i	-1.3	i	i	i	i	i	i
CC1Sc2ccc(S(=O)(=O)CCC(=O)N3CCc4ccccc43)cc2NC1=O (stereo not drawn)	-1.6	i	i	i	-9.2	i	i	i	i	i	i
Cn1nc(C(=O)OCC(=O)c2ccc[nH]2)c2ccccc2c1=O	-1.5	i	i	i	-2.1	i	i	i	i	i	i
COc1ccc(CC(=O)NCc2nc(-c3ccccc3)no2)cc1	-5.0	i	i	i	-5.5	i	i	i	i	i	i
Cc1cccc(OCC(=O)Nc2cccc3nsnc23)c1	-0.2	i	i	i	-12.4	i	i	i	i	i	i
CCc1ccc(C(=O)NNC(=O)c2c(CC)noc2C)cc1	-2.2	i	i	i	-6.4	i	i	i	i	i	i
Cc1ccc(C(=O)Nc2ccc(N3CCN(C)CC3)cc2)cc1C	2.4	i	i	i	-0.3	i	i	i	i	-6.07*	i
O=C(/C=C1\SC(=O)N(CC(=O)Nc2ccc(Cl)cc2)C1=O)Nc1ccc(F)cc1	-6.9	i	i	i	-6.0	i	i	i	i	i	i
CC1CC(C)CN(S(=O)(=O)c2ccc(NC(=O)C3CSC4(C)CCC(=O)N34)cc2)C1 (stereo not drawn)	2.2	i	i	i	1.8	i	i	i	i	i	i
COc1cc(/C=C/C(=O)NCC2CCCCC2)cc(OC)c1OC	2.6	i	i	i	-9.7	i	i	i	i	i	i
COc1cc(OC)cc(C(=O)Nc2cc(NC(=O)c3ccco3)ccc2OC)c1	10.2	i	i	i	-7.9	i	i	i	i	i	i
C#CCNC(=O)C1=C[C@H](c2cn(C(C)=O)c3ccccc23)C[C@H](OCc2ccc(CO)cc2)O1	1.9	i	i	i	13.2	i	i	i	i	i	i
Cn1nc(-c2ccccc2)c2ncc(C(F)(F)F)cc21	-6.9	i	i	i	4.2	i	i	i	i	i	i
Cc1nn(-c2ccc(N3CCOCC3)nn2)c(C)c1CCC(=O)Nc1ccc(F)cc1	2.6	i	i	i	1.8	i	i	i	i	i	i
COc1ccc(NC(=S)NCc2ccccc2Cl)c(OC)c1	-9.8	i	i	i	7.3	i	i	i	i	i	i
O=C(C1CCN(c2nc(-c3ccccc3)nc3c2CCC3)CC1)N1CCCC1	0.6	i	i	i	-1.1	i	i	i	i	i	i
CCOc1ccc(Nc2nc(N)nc(CN3CCN(c4ccccc4F)CC3)n2)cc1	1.8	i	i	i	33.7	i	i	i	i	i	i
COC(=O)[C@H](CCSC)NC(=O)NC1CC1	-2.6	i	i	i	-7.9	i	i	i	i	i	i
CC(=O)N1CCN(CCN=CC2=C(O)CC(c3ccc(Cl)cc3)CC2=O)CC1 (stereo not drawn)	0.2	i	i	i	1.8	i	i	i	i	i	i
CCOc1cc(/C=N/NC(=O)c2ccc(NC(=O)C3CC3)cc2)ccc1O	-0.8	i	i	i	0.1	i	i	i	i	i	i
CS(=O)(=O)N1CCC(C(=O)NCc2ccc(F)cc2)CC1	7.8	i	i	i	7.4	i	i	i	i	i	i
CCCCCC(=O)Nc1ccccc1N1CCOCC1	-3.9	i	i	i	-0.8	i	i	i	i	i	i
Cc1cc(NC(=O)c2cc(-c3ccncc3)nc3c(C)cccc23)no1	-0.1	i	i	i	-4.7	i	i	i	i	i	i
Cc1cc(C)n2nc(SC(C)C(=O)NC3CCCCC3C)nc2n1 (stereo not drawn)	2.6	i	i	i	-4.1	i	i	i	i	i	i
Cc1ccc(C(=O)NCC(=O)Nc2cccc(C(F)(F)F)c2)cc1	/	i	i	i	-13.6	i	i	i	i	i	i
O=C(NNC(=O)c1nn(-c2ccc(F)cc2)ccc1=O)Nc1cccc(Cl)c1	6.0	i	i	i	1.4	i	i	i	i	i	i
Cc1ccc(SCC(=O)N(C)CC(=O)Nc2cccc(F)c2)cc1	1.0	i	i	i	-5.2	i	i	i	i	i	i
COC(=O)CN1C(=O)C(O)(CC(=O)c2cccc(Br)c2)c2ccccc21 (stereo not drawn)	-0.3	i	i	i	1.3	i	i	i	i	i	i
CCCCc1cc(=O)oc2cc(C)cc(OC(C)C(=O)NC(Cc3c[nH]c4ccc(O)cc34)C(=O)O)c12 (stereo not drawn)	-6.8	i	i	i	-19.3	i	i	i	i	i	i
COc1ccc2cc(CN(CC3COCCO3)S(=O)(=O)c3ccccc3)c(=O)[nH]c2c1 (stereo not drawn)	/	/	i	/	-12.2	i	/	i	/	i	i
O=C(C1=C[C@@H](c2ccc3c(c2)OCO3)C[C@@H](OCc2ccc(CO)cc2)O1)N1CCOCC1	-1.1	i	i	i	0.1	i	i	i	i	i	i
C=CCn1c(=O)c(C(=O)Nc2ccc(C)cc2)c(O)c2ccccc21	-8.5	i	i	i	-3.0	i	i	i	i	i	i
CC(C)CCNC(=O)NC(=O)COC(=O)C1=COCCO1	6.0	i	i	i	2.5	i	i	i	i	i	i
Cc1sc2nc(CSCC(=O)Nc3ccccc3C#N)[nH]c(=O)c2c1C	4.4	i	i	i	-1.6	i	i	i	i	i	i
Cc1cc(C)cc(NC(=O)NC2CCCCCCC2)c1	12.4	i	i	i	/	i	i	i	i	i	i
Cc1oc(-c2ccccc2)cc1C(=O)Nc1ccccc1	-5.4	i	i	i	11.3	i	i	i	i	i	i
O=c1c2ccccc2c(C=Nc2cccc(S(=O)(=O)NC3=NCCCCC3)c2)c(O)n1Cc1ccccc1	3.6	i	i	i	5.3	i	i	i	i	i	i
COc1ccc(NC(=O)c2sccc2-n2cccc2)cc1	4.2	i	i	i	-3.0	i	i	i	i	i	i
COc1ccc(CCNC(=O)CSc2nc(-c3ccc(OC)c(OC)c3)ccc2C#N)cc1	-1.3	i	i	i	-4.8	i	i	i	i	i	i

# (listing goes on)
smiles	HDAC3 inhib	MrgX1 antag	RGS4 pot	MrgX1 allo act	SKKanGAS inh	RGS4 inh	ANO1 block	TRPC6 activator	MrgX1 agonist	TRPC6 inh	ANO1 activ
Cc1oc(-c2cccs2)nc1CS(=O)CC(=O)NCCCOC(C)C (stereo not drawn)	-4.8	i	i	i	-2.2	i	i	i	i	i	i
Cc1cc(NC(=O)CN2CCOCC2)n(-c2nc3ccccc3s2)n1	1.8	i	i	i	-12.0	i	i	i	i	i	/
O=C(NNC(=O)C1CC2CCC1C2)c1sc2ccccc2c1Cl (stereo not drawn)	0.7	i	i	6.94*	-10.9	i	i	i	i	i	i
CCN(CC(=O)Nc1c(F)cccc1F)C(=O)/C=C/c1ccc2ccccc2n1	2.6	i	i	i	2.3	i	i	i	i	i	i
CCC(CO)NCc1ccc2c(c1)n(C)c(=O)n2C (stereo not drawn)	0.9	i	i	i	-6.9	i	i	i	i	i	i
Clc1ccc(-c2nc3n(n2)Cc2ccccc2-3)cc1	0.1	i	i	i	-18.5	i	i	i	i	i	i
COC(=O)C(C(=O)OC)C(C(=O)OC)C(C(=O)OC)C(=O)OC	5.0	i	i	i	-0.2	i	i	i	i	i	i
CCc1cccc(NC(=O)Cn2c3[n+](c4ccc(C(F)(F)F)cc42)CCCCC3)c1	9.6	i	i	i	5.5	i	i	i	i	i	i
Cc1ccc(-c2ccc(CO)o2)cc1N	-7.5	i	i	i	-7.5	i	i	i	i	i	i
O=C(Nc1ccc(F)cc1)c1ccccc1	?	i	i	i	-5.2	i	i	i	i	i	i
COc1ccc(/C=N/n2c(C)nc3c([nH]c4ccccc43)c2=O)cc1CN1CCCC(C)(C)C1	-6.5	i	i	i	69.7*	i	i	i	i	i	i
O=C(Nc1nnc(Cc2ccccc2)s1)c1cnccn1	4.2	i	i	i	3.0	i	i	i	i	i	i
OCCNC(=S)Nc1cc(Cl)cc(Cl)c1	0.8	i	i	i	-4.0	i	i	i	i	i	i
CCCC12CN3CCN(CC(C3)/C1=N\NC(=O)Nc1ccccc1)C2	1.0	i	i	i	-1.1	i	i	i	i	i	i
CCOC(=O)c1oc2cc(OCC(=O)OC)ccc2c(=O)c1-c1ccc(OC)c(OC)c1	12.0	i	i	i	-2.0	i	i	i	i	i	i
O=S(=O)(NC1CCCC1)c1ccccc1Br	-1.0	i	i	i	-4.1	i	i	i	i	i	i
CN(CC(=O)NC1CCN(Cc2ccccc2)CC1)S(=O)(=O)c1ccc(Br)s1	-6.4	i	i	i	-7.4	i	i	i	i	i	i

# Bioassay records (PubChem)
